High-throughput results as filed in PubChem BioAssay.
TNAP activators – human TNAP enzyme activators, primary screen, biochemical, luminescent, no phosphate acceptor, uHTS (AID 1001). Alkaline phosphatase, tissue-nonspecific isozyme (Homo sapiens). purified TNAP, luminescent activation assay, no phosphate acceptor; higher activation fold means a stronger effect. activation fold at 20 µM, or EC50 in µM where a hit was titrated. actives 0.03% (n = 200,000); in the data active = activation fold from about 3, or a potency from the dose series; inactive = the rest, 99 in 100 with activation fold below about 1.6; note: many of its hits are not listed in these tables
P. falciparum M17LAP – P. falciparum M17LAP inhibitors, primary screen, biochemical, fluorogenic H-Leu-NHMec substrate, 1536-well (AID 1619); Leucine aminopeptidase (Plasmodium falciparum (isolate 3D7)); recombinant M17LAP, H-Leu-NHMec fluorogenic kinetic assay; higher % means a stronger effect; inhibition, % at 30 µM, or IC50 in µM where a hit was titrated; actives 0.38% (n = 220,000);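 active = compound inhibiting the enzyme by more than half at any dose during confirmatory dose-response retesting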;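 note: plate controls were full reaction with DMSO carrier for no effect and no enzyme background for full effect; strong numbers were not always called active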
human PMI inhibitors – human PMI inhibitors, high substrate, primary screen, biochemical, fluorescence intensity, high mannose 6-phosphate (AID 1220) | inhibition, % at 20 µM; hits with a dose series show IC50 in µM | Mannose-6-phosphate isomerase (Homo sapiens) | actives 0.66% (n = 190,000) | recombinant PMI enzyme, coupled fluorescence intensity; higher % means a stronger effect
LYP inhibition – inhibitors of LYP phosphatase, biochemical, fluorescence intensity, uHTS (AID 1779) | actives 0.054% (n = 290,000) | Tyrosine-protein phosphatase non-receptor type 22 (Homo sapiens) | recombinant LYP phosphatase, fluorescence intensity; higher % means a stronger effect | inhibition, % at 11.5 µM, or IC50 in µM where a hit was titrated;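 note: plate controls were vehicle with enzyme for no effect and no enzyme for full effect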
XIAP antagonists – XIAP antagonists, biochemical, IAP family, fluorescence polarization (AID 1018); one-dose displacement, % at 20 µM; IC50 in µM for titrated hits; XIAP BIR domain, fluorescence polarization peptide displacement; higher % means a stronger effect; actives 0.007% (n = 200,000); E3 ubiquitin-protein ligase XIAP (Homo sapiens); in the data active = displacement above about 50%; note: a part of the inactive calls stands beside numbers as strong as those of hits
human PMI inhibition – inhibitors of human PMI, primary screen, biochemical, fluorescence intensity, coupled assay (AID 1209); purified PMI enzyme, coupled fluorescence intensity; higher % means a stronger effect; Mannose-6-phosphate isomerase (Homo sapiens); one-dose inhibition, % at 20 µM; IC50 in µM for titrated hits; actives 0.42% (n = 190,000);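 note: plate controls were DMSO vehicle for no effect and wells lacking substrate for full effect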
WT yeast gro inh – growth inhibition of WT strain, primary screen, mitochondrial fusion inhibitor project, WT and mutant strains, chemical genetic. mitochondrial fusion phenotypic screen. inhibition, % at 10 µM. actives 2.1% (n = 190,000). AID 1362, 2008; in the data active = inhibition above about 58%; tested in S. cerevisiae
Yfh1-depleted yeast – enhancers of respiration in Yfh1-depleted yeast, dose response, Friedreich's ataxia, plus single-dose screen (AID 1465); S. cerevisiae Yfh1-off respiration, WST-1 reduction, 72 h; higher fold induction means a stronger effect; fold induction at 50 µM; hits with a dose series show EC50 in µM; actives 0.074% (n = 220,000);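 active = fold induction of absorbance versus untreated yeast above a set limit, then at least 30% activation at any dose in follow-up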;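 note: activators that raise dye reduction in frataxin-depleted yeast; strong numbers were not always called active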
P. falciparum M1AAP – P. falciparum M1AAP inhibitors, biochemical, fluorogenic H-Leu-NHMec substrate, 1536-well (AID 1445) | actives 0.42% (n = 220,000) | inhibition, % at 30 µM, or IC50 in µM where a hit was titrated | recombinant M1AAP, H-Leu-NHMec fluorogenic kinetic assay; higher % means a stronger effect;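 active = primary inhibition above the hit cutoff, then over 50% inhibition at one or more dose response concentrations, cut at about 23% in these data, passing the limit was not always enough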;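 note: plate controls were DMSO full reaction for no effect and no enzyme background for full effect; strong numbers were not always called active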
WT yeast gro inh mutant strain – also measured in WT yeast gro inh; calls as there; inhibition, %; mitochondrial fusion phenotypic screen, mutant strain inhibition
An asterisk follows results filed as active; i = inactive; / = no result given. Cut-off read from the data, not from the text of the source, unless noted: active = inhibition above about 50%; inactive = the rest.

item	compound	TNAP activators	P. falciparum M17LAP	human PMI inhibitors	LYP inhibition	XIAP antagonists
1	Cc1ccc(S(=O)(=O)N2CCCC2C(=O)OCc2nc3ccccc3s2)cc1 (stereo not given)	1	5.0%	10.6%	-3.7%	-6.2%
2	Cc1ccc2nc(NC(=O)COC(=O)c3ccccn3)sc2c1	1.1	-3.5%	-9.2%	-5.6%	-3.7%
3	CCc1ccc2c(c1)C(=O)C(=O)N2CC(=O)Nc1ccc(NC(=O)c2ccccn2)cc1	0.9	5.8%	8.0%	0.9%	-5.4%
4	O=C(CSc1nnc(-c2ccc(C(F)(F)F)cn2)s1)c1ccccc1	/	-2.7%	/	-5.3%	/
5	Cc1ccc(CSc2nnc(-c3ccncc3)o2)c(C)c1	1.1	9.0%	0.0%	2.0%	-7.5%
6	Nc1nc(-c2ccccc2)nn1C(=O)c1ccco1	0.8	-1.6%	-10.5%	-2.6%	3.9%
7	COc1cc(/C=N/NC(=O)Cc2ccc(Br)cc2)cc(OC)c1O	1.1	-11.1%	2.0%	4.2%	-4.5%
8	Cn1c(=O)c2c(nc(NCCCO)n2Cc2cccc(C(F)(F)F)c2)n(C)c1=O	1.1	23.2%	11.5%	3.4%	-1.4%
9	CC(C)CCNC(=O)c1nnc(Cc2ccc(Cl)cc2)o1	1.2	-7.9%	-2.3%	-3.4%	-2.2%
10	CCOC(=O)C1CCCN(C(=O)c2ccc(Cl)c(S(=O)(=O)N3CCCCCC3)c2)C1 (stereo not given)	1	-1.0%	-18.5%	2.4%	-3.3%
11	N#C/C(=C\c1c(N(Cc2ccccc2)Cc2ccccc2)nc2ccccn2c1=O)C(N)=O	0.9	2.0%	0.1%	5.5%	-1.8%
12	COc1ccc(/C=N/Nc2cc(N3CCCC3)nc(N3CCCC3)n2)cc1	1	-2.8%	49.0%	2.5%	-4.2%

item	human PMI inhibition	WT yeast gro inh	WT yeast gro inh mutant strain	Yfh1-depleted yeast	P. falciparum M1AAP
1	17.1%	-20.4	-20.8	i	7.3%
2	-8.5%	4.8	-0.9	i	3.8%
3	13.1%	-1.0	-4.0	i	4.8%
4	/	/	/	i	-0.7%
5	1.5%	3.8	-7.7	i	-4.3%
6	-2.1%	5.1	4.4	i	3.5%
7	4.6%	5.4	-4.2	i	8.5%
8	9.8%	-7.5	-15.5	i	13.6%
9	-0.2%	-4.8	-1.2	i	2.7%
10	-22.1%	16.6	10.3	i	3.7%
11	9.4%	-6.2	-3.1	i	19.8%
12	32.0%	75.1*	63.0*	i	5.4%

In another format: results already given.
Below each SMILES – TNAP activators, P. falciparum M17LAP, human PMI inhibitors, LYP inhibition, XIAP antagonists, human PMI inhibition, WT yeast gro inh, WT yeast gro inh mutant strain, Yfh1-depleted yeast, P. falciparum M1AAP
#3 CCc1ccc2c(c1)C(=O)C(=O)N2CC(=O)Nc1ccc(NC(=O)c2ccccn2)cc1
 : 0.9, 5.8%, 8.0%, 0.9%, -5.4%, 13.1%, -1.0, -4.0, i, 4.8%
#4 O=C(CSc1nnc(-c2ccc(C(F)(F)F)cn2)s1)c1ccccc1
 : /, -2.7%, /, -5.3%, /, /, /, /, i, -0.7%

Next part:
item	compound	TNAP activators	P. falciparum M17LAP	human PMI inhibitors	LYP inhibition	XIAP antagonists
13	COc1cc(OC)nc(NC(C)=O)n1	1.1	-3.9%	-0.4%	-7.8%	0.2%
14	Cc1ccc2c(CC(=O)OCc3cc(=O)n4c(n3)sc3ccccc34)coc2c1	1	3.8%	9.1%	-1.2%	-3.9%
15	CC(=O)c1ccc(NC(=O)c2ccn(C(=O)OCC(C)C)n2)cc1	1	11.0%	7.3%	0.3%	0.6%
16	O=[N+]([O-])c1ccc(S(=O)(=O)N(CCCN2CCOCC2)Cc2cccs2)cc1	1.1	-1.4%	-19.4%	-10.4%	-6.1%
17	Cc1onc(-c2ccccc2Cl)c1C(=O)Nc1sc2c(c1C#N)CCC2	1.1	-4.5%	14.3%	-2.3%	-14.4%
18	Cc1cc(=O)oc2c1ccc1oc(/C(=N/O)c3ccccc3)c(C)c12	1	3.4%	17.9%	-0.4%	-2.3%
19	Cc1cc2c(=O)n(CC(=O)N3CCN(c4ccc(F)cc4)CC3)cnc2s1	1.1	2.2%	6.4%	2.3%	-0.7%
20	CC(C)C(NS(=O)(=O)c1cccc(C(F)(F)F)c1)C(=O)O (stereo not given)	/	-2.9%	/	-1.2%	/
21	COc1cc(C(=O)NCCN2C(=O)S/C(=C\c3cccs3)C2=O)cc(OC)c1OC	1.1	-2.1%	3.1%	-1.2%	2.1%
22	CC(C)CN(Cc1c(O)ccc2ccccc12)CC(C)C	1.1	-3.0%	68.8%*	-1.7%	-3.3%
23	NC(=O)CCCC1=NS(=O)(=O)c2ccccc2N1	1.2	-1.7%	-6.5%	-4.7%	-1.5%
24	O=C(CCc1nnc(CCCCc2ccccc2)o1)NCCC1CCCCO1 (stereo not given)	1.2	8.0%	-5.2%	-6.8%	-5.8%

item	human PMI inhibition	WT yeast gro inh	WT yeast gro inh mutant strain	Yfh1-depleted yeast	P. falciparum M1AAP
13	9.9%	-2.2	-13.1	i	-6.7%
14	11.6%	0.9	-15.2	/	0.6%
15	2.7%	14.8	7.8	i	3.2%
16	-18.0%	6.9	4.4	i	-3.0%
17	18.0%	-8.7	-3.2	i	20.4%
18	26.4%	20.7	13.1	i	-4.1%
19	7.9%	49.5	36.9	i	15.6%
20	/	/	/	i	0.3%
21	8.3%	-0.3	-0.9	i	-3.4%
22	36.0%	23.5	13.8	i	0.7%
23	-1.1%	3.5	0.3	i	-2.7%
24	-10.2%	11.5	18.7	i	-8.0%

The results go on.
item	compound	TNAP activators	P. falciparum M17LAP	human PMI inhibitors	LYP inhibition	XIAP antagonists
25	O=C(Nc1ccc(F)cc1F)N1CCN(CCc2ccccc2)CC1	/	3.8%	/	-7.6%	/
26	CCc1cc(-c2n[nH]c(=S)n2CC)cs1	0.8	1.7%	5.5%	-5.2%	-11.7%
27	CCCCCOC(=O)CCN1C(=O)/C(=C2\SC(=S)N(CCC(=O)OCCCCC)C2=O)SC1=S	/	-4.5%	/	-3.3%	/
28	O=C(CSc1nnc(-c2ccccc2F)o1)OCc1ccccc1	1.1	-11.0%	-5.2%	-2.7%	-6.9%
29	COC(=O)CCC(=O)Nc1cccc2ccccc12	1	-6.6%	3.9%	-2.4%	-0.8%
30	CCOC(=O)C(Cc1ccccc1)c1ccnc2nc(N)nn12 (stereo not given)	1.2	-3.7%	-9.3%	0.0%	-6.7%
31	CN(C)c1cc[n+](CC(=O)c2ccc(-c3ccccc3)cc2)cc1	1	-5.3%	8.5%	-9.8%	-8.7%
32	O=c1c2cn[nH]c2[nH]c(=S)n1-c1ccccc1F	1.2	-4.0%	-14.1%	1.7%	-3.6%
33	Cc1ccc(/C=N/N=C2/NC(=O)C(CC(=O)Nc3ccc(Cl)cc3)S2)o1 (stereo not given)	1	8.6%	1.3%	2.9%	1.3%
34	CCC(c1nc2ccccc2c(=O)n1-c1nc2ccccc2s1)N1C(=O)c2ccccc2C1=O (stereo not given)	1.1	19.1%	9.0%	-5.2%	-2.9%
35	Cc1ccccc1-c1ccccc1N	1	-6.0%	0.8%	-4.9%	1.3%
36	CCOC(=O)c1sc2nc(C)[nH]c(=O)c2c1C	/	1.8%	/	-8.8%	/

item	human PMI inhibition	WT yeast gro inh	WT yeast gro inh mutant strain	Yfh1-depleted yeast	P. falciparum M1AAP
25	/	/	/	i	2.7%
26	2.9%	11.7	8.6	i	-2.1%
27	/	/	/	i	1.5%
28	-0.7%	8.4	-2.2	i	-3.8%
29	-4.8%	12.8	-0.1	i	7.1%
30	-5.3%	6.4	11.0	i	-0.3%
31	5.6%	72.9*	70.7*	i	2.4%
32	-12.8%	-2.1	-4.3	i	6.4%
33	6.9%	8.4	-13.1	i	11.5%
34	19.3%	20.8	3.3	i	3.3%
35	-7.4%	-10.3	-1.9	i	0.1%
36	/	/	/	i	1.9%

Going on with the list:
item	compound	TNAP activators	P. falciparum M17LAP	human PMI inhibitors	LYP inhibition	XIAP antagonists
37	COc1cc(C(=O)Oc2ccccc2)ccc1OCc1c(C)noc1C	1.1	-2.8%	0.1%	-6.5%	-1.8%
38	CCCCCC(=O)Nc1ccc(-c2csc(N)n2)cc1	1.2	-4.6%	-7.2%	-2.7%	4.1%
39	O=C(CSc1nnc(CNc2ccc(F)cc2)n1Cc1ccco1)N1CCCC1	1	7.9%	3.3%	-7.8%	-6.0%
40	Cc1nonc1C(=O)N/N=C/c1ccc(O)c(O)c1	0.7	38.9%	6.6%	-2.8%	-6.0%
41	COc1ccccc1N(CC(=O)Nc1ccc(S(=O)(=O)N2CCCCC2)cc1)S(C)(=O)=O	1.1	10.1%	-2.4%	-7.7%	-5.6%
42	O=C(CSc1nnc(SCc2ccccc2)s1)N/N=C/C=C/c1ccco1	1.2	3.2%	-0.5%	7.3%	-4.8%
43	CC(C)Cc1nn2c(=O)cc(O)nc2s1	1.1	-4.9%	0.7%	-6.6%	-5.3%
44	CCCCOc1ccc2c(c1)C(=O)c1cc(O)ccc1-2	1	-3.1%	8.1%	8.7%	-8.1%
45	O=C(Nc1nc2ccc(S(=O)(=O)N3CCCC3)cc2s1)c1ccccn1	1.4	1.8%	6.5%	-6.0%	-3.6%
46	O=C(Nc1ccccn1)c1cc(-c2cccc(Cl)c2)nc2ccccc12	1.1	-7.9%	0.9%	-2.5%	-8.3%
47	O=C(c1cc(-c2ccc(O)cc2)on1)N1CCCc2ccccc21	1.1	1.3%	3.0%	-8.3%	-4.8%
48	O=C(NCCO)Nc1ccc2nsnc2c1	1.2	-44.1%	34.1%	-2.0%	-7.3%
49	O=C(CSc1ccc(-c2ccc(F)cc2)nn1)N1CCCc2ccccc21	1.1	0.6%	13.5%	5.7%	-6.1%
50	CCCc1cc(=O)[nH]c(SCC(=O)N2CCN(S(=O)(=O)c3ccc(C)cc3C)CC2)n1	1.1	-13.6%	-8.7%	-5.0%	-2.4%
51	CC(=O)c1ccccc1NC(=O)COC(=O)c1ccc2c(c1)nc(C)n2-c1ccccc1	1.1	-6.7%	10.2%	-0.8%	2.9%

item	human PMI inhibition	WT yeast gro inh	WT yeast gro inh mutant strain	Yfh1-depleted yeast	P. falciparum M1AAP
37	-2.0%	-1.6	0.4	i	5.7%
38	-25.9%	0.0	-1.0	i	2.4%
39	-1.1%	-16.4	-19.0	i	10.2%
40	49.7%	-8.2	-5.3	i	20.4%
41	-6.9%	11.0	16.5	i	-3.3%
42	-6.5%	23.5	6.2	/	3.9%
43	8.8%	1.0	-12.6	i	-0.7%
44	16.3%	56.4	22.4	i	8.2%
45	-19.2%	38.6	49.9	i	-2.3%
46	0.6%	65.0*	45.8*	i	2.2%
47	-7.0%	12.6	10.3	/	6.0%
48	5.0%	2.5	-15.9	i	3.6%
49	18.7%	-43.0	-4.2	i	2.3%
50	0.0%	-15.2	-15.2	i	2.2%
51	23.9%	0.2	12.1	i	0.6%
